Screens deposited in PubChem by National Center for Advancing Translational Sciences (NCATS).
ELG1 DNA repair = blocks ELG1-dependent DNA repair in HEK293T cells | 330,000 tested, 2.3% active | Potency, µM (series often up to 46.1 µM), without a hit: top-dose activity change, negative = inhibition, usual class: inhibitors | HEK293T ELG1-luciferase reporter, luminescence, 16 h; DNA damage induced by 5-fluorouridine; further: potency means the concentration at half of the fitted maximal effect; on the % scale 0 is the no-effect control and ±100 the full control effect; nearly all actives have a fitted effect of over 55% in size
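DMSO vehicle served as the neutral condition. Each well held 2,000 cells given 5-fluorouridine plus compound; after 16 hr at 37 °C/5% CO2, ONE-Glo was added and luciferase measured 30 min later.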
TRPV1 ag = human TRPV1 agonism; Q8NER1; TRPV1-expressing cells, Fluo-8 calcium influx, agonist mode; activation, % at 8.33 µM; 320,000 tested, 0.19% active; in the data active means activation above about 80%; inconclusive means between about 30% and that limit; further: 0% is about no effect
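Cells expressing TRPV1 were dye-loaded with Fluo-8 and read kinetically: 10 s baseline, 3 min after compound (agonist portion), then 2 min after EC20 capsaicin (allosteric enhancer portion). Calcium-bound dye fluorescence at 480/520 nm.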
TSHR antag = blocks TSH signaling through the human TSH receptor | P16473 | TSHR-expressing cells, TSH-stimulated cAMP HTRF, 2 h; stronger effect = lower value | activity change, negative = inhibition, % at 11.5 µM | 330,000 tested, 0.2% active;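 active means activity change below a set negative limit, meaning inhibition stronger than a set level, cut at about -70% in these data; inconclusive means activity change between two set negative limits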; further: on the % scale 0 is the no-effect control and ±100 the full control effect
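Inhibition of cAMP made by TSHR-expressing cells under TSH stimulation (4nM final, EC80; 2 h, 37 deg C) is quantified with a one-step lysis HTRF kit, anti-cAMP cryptate versus cAMP-d2.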
Mito fusion act = blocks mitochondrial division or promotes mitochondrial fusion | S. cerevisiae fusion-defective mutant growth rescue, CellTiterGlo 48 h | Potency, µM (doses to about 46.1 µM), for the others: at the highest dose growth rescue (activation), usual class: activators | 320,000 tested, 0.23% active | AID 485298;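 further: potency means the concentration at half of the fitted maximal effect; % of control where 0% means no effect; nearly all actives have a fitted effect of over 45% in size; temperature-sensitive fusion mutants such as fzo1-1 at 37 °C on non-fermentable ethanol glycerol medium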
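Luminescent cell viability in 1536-well qHTS format served as the measure of rescued growth in ts fusion-mutant S. cerevisiae cultured on non-fermentable YPEG for 48 hours at 37C.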
AT treatment = potential ataxia-telangiectasia treatment; AID 485349; Potency, µM (highest dose often 57.5 µM), for the others: at the top dose activation, hits mostly activators; […] A-T fibroblasts, KAP-1 phosphorylation AlphaLISA; neocarzinostatin DNA damage 30 min before lysis; 320,000 tested, 0.19% active; further: potency means the concentration at half of the fitted maximal effect; % of control where 0% means no effect; nearly all actives have a fitted effect of over 45% in size
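ATM-like activity read as KAP-1 phosphorylation via AlphaLISA donor/acceptor antibody pairs after lysis and 6 hr at 25C. Cells were ATM-null patient fibroblasts ([…], hTERT), dosed 60 min, then exposed to the DSB inducer NCS for 30 min.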
KCNH2 3.1 inh = KCNH2 3.1 (human) potassium channel inhibition; U2OS KCNH2 3.1, thallium flux FluxOr; stronger effect = lower value; AID 720553; activity change, % (tested at about 1.8 µM); 340,000 tested, 0.95% active;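 active means maximum activity change below -70%; inconclusive means maximum activity change from -70% to -50%; inactive means maximum activity change above -50%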;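 further: thallium influx rate constant from kinetic fluorescence after stimulation buffer; on the % scale 0 is the no-effect control and ±100 the full control effect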
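Virally transduced U2OS (3.1 isoform, 4 h infection in dark at RT) → overnight 37 C → FluxOr + Red40 in HBSS/HEPES, 45 min → stimulation buffer, 2 min kinetic read → rate constant vs DMSO controls.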
USP2a block = inhibitors of human ubiquitin-specific protease USP2a; O75604; USP2 core, Ub-CHOP2 coupled fluorogenic reporter, 485/531; Potency, µM (titrated, usually from 38.3 µM), for inactives: top-dose activity change, negative = inhibition, usual class: inhibitors; 330,000 tested, 0.01% active; AID 463254;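 further: potency means the concentration at half of the fitted maximal effect; plate controls were DMSO wells for no effect and full inhibition by NEM control for full effect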
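Cell-free coupled assay: 10nM USP2 core preincubated 30min RT with compound in Tris-HCl pH 8.0/CaCl2/CHAPS buffer, then 25nM Ub-CHOP2 and 25nM reporter substrate; fluorescence (Ex 485/Em 531) read after 60min RT, normalized to NEM inhibition, concentration-response curves fitted.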
Eya2 inh = Eya2 (human) phosphatase inhibition. recombinant Eya2, OMFP fluorescence dephosphorylation (OMFP is methylfluorescein phosphate). Potency, µM (series often up to 76.9 µM), for the others: at the highest dose activity, negative = inhibition, hits mostly inhibitors. 330,000 tested, 0.006% active. AID 488837; further: potency means the concentration at half of the fitted maximal effect; on the % scale 0 is the no-effect control and ±100 the full control effect
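Eya2 protein (added as 0.2 uM solution) was preincubated with compound for 10 min at ambient temperature in 50 mM HEPES pH 7.5, 50 mM NaCl, 5 uM MgCl2, 0.05% BSA, 1 mM DTT. OMFP (added at 50 uM) then reacted 10 min; fluorescence read at 485/525 nm.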
TCR act = T cell receptor activation | primary human leukocytes, anti-CD3, IL-2 HTRF, 48 h | Potency, µM (series often up to 9.22 µM), inactives show top-dose activation of IL-2 secretion, actives largely listed as activators | 330,000 tested, under 10 active | AID 504894; further: % of control where 0% means no effect
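1) Mix primary human leukocytes, a-CD3 beads and compound. 2) Incubate 48 hr. 3) Add HTRF IL-2 reagents (a-IL-2-K, a-IL-2-d2).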
hERG WT inh = blocks the wildtype human KCNH2 potassium channel; activity change, % at 1.84 µM; U2OS, BacMam KCNH2, thallium flux FluxOr; stronger effect = lower value; Q12809; AID 720551; 340,000 tested, 0.37% active;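 active means maximum activity change below -70%; inconclusive means maximum activity change between -70% and -50%; inactive means maximum activity change above -50%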; further: on the % scale 0 is the no-effect control and ±100 the full control effect
Target sequence (Q12809 whole entry, looked up): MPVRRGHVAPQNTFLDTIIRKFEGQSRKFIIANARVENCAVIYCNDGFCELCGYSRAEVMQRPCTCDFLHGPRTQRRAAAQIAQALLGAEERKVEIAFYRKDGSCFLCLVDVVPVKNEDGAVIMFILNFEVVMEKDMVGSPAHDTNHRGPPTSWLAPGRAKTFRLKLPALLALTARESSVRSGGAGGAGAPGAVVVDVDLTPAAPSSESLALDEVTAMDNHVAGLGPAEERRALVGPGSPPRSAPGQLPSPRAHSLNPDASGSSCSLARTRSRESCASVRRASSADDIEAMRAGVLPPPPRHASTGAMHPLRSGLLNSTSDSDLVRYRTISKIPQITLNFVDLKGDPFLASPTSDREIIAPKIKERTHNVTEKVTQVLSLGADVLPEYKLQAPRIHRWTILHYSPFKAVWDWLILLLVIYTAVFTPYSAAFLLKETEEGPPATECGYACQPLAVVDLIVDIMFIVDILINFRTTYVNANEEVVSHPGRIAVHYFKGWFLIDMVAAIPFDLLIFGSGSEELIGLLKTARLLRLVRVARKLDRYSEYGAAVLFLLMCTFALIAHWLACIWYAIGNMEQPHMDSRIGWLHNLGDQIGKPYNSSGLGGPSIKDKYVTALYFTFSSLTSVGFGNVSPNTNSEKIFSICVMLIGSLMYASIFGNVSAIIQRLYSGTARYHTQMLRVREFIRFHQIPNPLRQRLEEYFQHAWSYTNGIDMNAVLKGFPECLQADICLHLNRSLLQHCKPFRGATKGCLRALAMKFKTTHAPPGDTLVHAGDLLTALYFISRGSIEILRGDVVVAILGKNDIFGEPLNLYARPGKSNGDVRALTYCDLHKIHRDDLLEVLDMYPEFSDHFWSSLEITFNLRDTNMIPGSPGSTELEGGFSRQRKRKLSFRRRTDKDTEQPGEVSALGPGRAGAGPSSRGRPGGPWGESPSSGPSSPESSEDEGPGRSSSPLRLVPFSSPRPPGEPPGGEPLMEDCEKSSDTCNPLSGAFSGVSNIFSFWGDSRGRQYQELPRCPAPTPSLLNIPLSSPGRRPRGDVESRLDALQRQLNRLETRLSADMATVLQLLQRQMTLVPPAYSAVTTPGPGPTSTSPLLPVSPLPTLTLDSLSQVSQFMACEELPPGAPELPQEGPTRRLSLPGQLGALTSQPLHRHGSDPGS
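U2OS cells transduced with wild-type KCNH2 virus are loaded with FluxOr dye for 45 min, and thallium flux is measured in kinetic reads before and after stimulation buffer. Rate constants are normalized to DMSO controls.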
Active calls of the source: *; ? = inconclusive; / = not tested or not shown; & = joins results of further samples; [ ] = dose if it differs, or a comment. Unless noted, the call rests on the fitted dose curve; in most records, active means well fitted curve in the direction sought with a large enough effect; inconclusive means small, poorly fitted or top-dose-only effect, or another doubt; inactive means no such curve, though single readings can be large; an effect the other way counts as inactive or inconclusive. An excerpt; count on the stated rates, not on these rows.

SMILES | ELG1 DNA repair | TRPV1 ag | TSHR antag | Mito fusion act | AT treatment | KCNH2 3.1 inh | USP2a block | Eya2 inh | TCR act | hERG WT inh
Cc1ccc(S(=O)(=O)NCC(=O)Nc2ccc(C(F)(F)F)cc2)cc1 | -9% | 8 | 6 | 3% | 2% | 7 | 4% | 6% | -10% | 31
COc1ccc(CNC(=O)c2ccc(Cn3nc(C)c([N+](=O)[O-])c3C)o2)cc1 | ? | 7 | -18 | 9% | -5% | -7 | -1% | -3% | -3% | 6
CCCCCCSc1ccc([C@@H]2[C@H]3C(=O)N(C)C(=O)[C@H]3[C@]3(C(=O)OC)CCCCN23)cc1OC | ? | -1 | -28 | ? | 12% | -4 | -6% | -22% | 0% | 6
CC(Oc1ccccc1)C(=O)Nc1nc(-c2ccncc2)cs1 (stereo not drawn) | 4% | 7 | -2 | 3% | 8% | 4 | 2% | -7% | -1% | -10
COc1cc2[nH]c(=O)n(CCCC(=O)N3CC=C(c4ccccc4)CC3)c(=O)c2cc1OC | ? | -2 | -1 | -6% | -8% | -3 | -1% | -4% | -15% | 5
C=CCNc1nc(SCC=C)nc2ccsc12 | -6% | -1 | 16 | -2% | 0% | -3 | -1% | -7% | -13% | 26
CCOc1ccccc1NC(=O)C(c1ccccc1)N1CCN(CC(=O)N2CCCC2)CC1 (stereo not drawn) | ? | / | / | / | -3% | -72* | 4% | 10% | / | -30
O=C(NNC(=O)c1ccccc1-n1cccc1)c1ccc(Cl)nc1 | -2% | 0 | -9 | 0% | -1% | -33 | 0% | 7% | -2% | -10
Cc1cccc(CC(C)NC(=O)CCc2nnc(-c3ccccc3)o2)n1 (stereo not drawn) | 14% | -2 | 7 | 4% | -4% | -2 | 6% | -9% | -7% | -2
COC(=O)C1=C(C)N(Cc2ccccc2)C(=NCc2cc(OC)c(OC)c(OC)c2)N[C@H]1c1ccccc1 | -18% | 2&-1 | 0&9 | 0%&-1% | 9%&6% | / | 0%&5% | 6%&-7% | -1% | /
Cc1cc(/C=N/n2cnnc2)c(C)n1-c1ccc(OCc2ccc(Cl)cc2Cl)cc1 | ? | 6 | -41 | -9% | 4% | -3 | 0% | -34% | 0% | 19
CC1=C(C(=O)Nc2ccccc2C)C(c2ccc(C)o2)N2C(=O)CSC2=N1 (stereo not drawn) | ? | 0 | -5 | -6% | 13% | 5 | 4% | -14% | / | -32
Cn1c(=O)c2c(ncn2CC(COCc2ccccc2Cl)OCc2ccccc2Cl)n(C)c1=O (stereo not drawn) | ? | 3 | 10 | 13% | -9% | 7 | -9% | -16% | -1% | -12
CN(C)c1nc(NC(C)(C)C)nc(NC(C)(C)C)n1 | 14% | 3 | 1 | -6% | 2% | 3 | 2% | -3% | 0% | -17
CC(C)c1ccc(NC(=O)CSc2nc(=O)n(CCCN3CCOCC3)c3c2CCC3)cc1 | ? | 2 | -8 | -7% | -3% | -5 | -1% | -10% | 9% | 5
CCn1c(SCC(=O)NNC(=O)c2ccc(C)cc2)nnc1C1CC1 | 3% | -1 | 6 | -9% | -10% | 0 | 0% | 1% | -3% | 1
O=c1c(/C=N/O)c(Nc2ccccc2)nc2ccccn12 | ? | -3 | -19 | 14% | 16% | -12 | 3% | -7% | -1% | -20
COc1cccc(CN2CCN(Cc3cccc4nonc34)CC2CCO)c1 (stereo not drawn) | 9% | 5 | -25 | 5% | 3% | -29 | 1% | 2% | -6% | 16
O=C(NC1CCCc2ccccc21)C1CCN(S(=O)(=O)c2cccc3nsnc23)CC1 (stereo not drawn) | ? | -4 | 6 | -6% | 0% | 15 | 1% | 13% | 5% | 17
NC(=O)C1=C[C@@H](c2ccc(C(F)(F)F)cc2)C[C@@H](OCCCCO)O1 | 7% | 11 | -8 | -4% | -2% | -7 | 2% | 0% | 1% | -3
COCCN1Cc2cccc(C(=O)Nc3ccc(S(=O)(=O)N4CCOCC4)cc3)c2C1=O | 1% | -5 | -7 | -10% | 5% | 7 | 1% | 1% | 5% | 11
O=S(=O)(c1ccc(Cl)nc1)N1CCN(Cc2ccc3c(c2)OCO3)CC1 | -1% | 2 | 5 | 6% | 5% | 10 | 1% | -14% | 0% | 7
Fc1ccccc1OCCCn1ccnc1 | 13% | -2 | 2 | -5% | 5% | 0 | 3% | -7% | 3% | -3
CC(C)CCn1c(Oc2ccccc2Cl)nc2c1c(=O)n(C)c(=O)n2C | -18% | 3 | 15 | 2% | -4% | -8 | -6% | -10% | -2% | 4
C=CCNC(=S)N1CCN(Cc2ccc3c(c2)OCO3)CC1 | -2% | 30 | 34 | -1% | 23% | -30 | -2% | 3% | 0% | 10
C1=C(c2ccccc2)CCN(c2nc3ccccc3n3cnnc23)C1 | -24% | 14 | 8 | 1% | -2% | 4 | -1% | 18% | -6% | -3
CCCC(=O)c1c[nH]c(C(=O)N2CCOCC2)c1 | -17% | -5 | -6 | 4% | 0% | -19 | 0% | 3% | -1% | 7
COC(=O)c1cc(-c2ccc(S(=O)(=O)N3CCCCC3)cc2)c(C(F)(F)F)s1 | 10% | 6 | -17 | -4% | 9% | 29 | 4% | 7% | 4% | 0
O=c1ccc(-c2ccc(S(=O)(=O)Nc3ccccc3Cl)o2)n[nH]1 | 3% | -3 | 5 | -3% | -1% | 8 | 3% | -9% | 14% | 8
CC(C)C(=O)Nc1ccc(S(=O)(=O)Nc2ccccn2)cc1 | 17% | 2 | -11 | 1% | 7% | 0 | -1% | -9% | -1% | 1
COc1ccc(NC(=O)c2cccc(C#N)c2)cc1NS(=O)(=O)c1ccc(F)cc1 | -20% | 0 | -10 | -4% | 3% | -13 | 1% | 0% | -8%[46.1 µM] | -2
CCCC(=O)Oc1ccccc1C1SCc2cc(C)c(C)cc2CS1 | 7% | 10 | -13 | -1% | 2% | -1 | 1% | 11% | -1% | -5
CCOC(=O)CC1COCCN1Cc1cn[nH]c1-c1cc(OC)c(OC)c(OC)c1 (stereo not drawn) | ? | 2 | -3 | 1% | -19% | 5 | 0% | 8% | -5% | 0
O=C(CC1C(=O)NCCN1Cc1ccccc1)NCCCOc1cccnc1 (stereo not drawn) | 14% | 2 | 1 | -1% | 0% | 4 | 1% | 8% | / | -11
Cc1cc(C(=O)Nc2ccc(Cl)cc2)n(-c2ccccc2)n1 | 14% | 3 | -1 | -12% | 3% | -5 | 2% | ? | -6% | -29
CC(=O)Nc1ccc(C2=NNC(=Nc3cccc(S(=O)(=O)N(C)C)c3)SC2)cc1 | ? | 2 | -2 | 2% | -5% | -26 | 0% | -3% | 7% | /
C[C@H](NC(=O)c1ccco1)C(=O)Nc1ccc2c(c1)OCO2 | -3% | -1 | 6 | 3% | -2% | 12 | 0% | 6% | 2% | 4
CCOC(=O)C1(Cc2ccccc2)CCN(C2Cc3ccccc3C2)CC1 | -4% | 7 | 7 | -6% | 2%[11.5 µM] | -86* | 4% | 1% | 4% | -3
CCC(C)C1Nc2ccc(C(=O)NCCc3ccc(OC)c(OC)c3)cc2NC1=O (stereo not drawn) | ? | 0 | -14 | 5% | 1% | -14 | 0% | -6% | -7% | 0
CCCCn1c(N)c(N(CC(C)C)C(=O)CC(NC(=O)c2ccccc2)c2ccccc2)c(=O)[nH]c1=O (stereo not drawn) | 4% | -3 | 4 | 3% | -5% | 1 | -1% | -11% | -6% | -23
CCOc1cc(C(=O)Nc2cc3c(cc2N2CCCC2)n(C)c(=O)n3C)cc(OCC)c1OCC | ? | ? | 3 | -8% | -3% | 6 | 3% | 2% | 0% | -11
O=C1NC2(CCCC2)C(=O)N1CC(=O)N(Cc1ccccc1)c1ccccc1 | -2% | 25 | 5 | -11% | 2% | -5 | 1% | 2% | 1% | -6
Cc1ccccc1C(=O)N1CCC(C(=O)Nc2ccc(S(=O)(=O)N3CCOCC3)cc2)CC1 | -9% | 0 | -17 | -4% | 4% | -10 | 2% | 10% | 0% | -3
Cc1cccc(C)c1NC(=O)CN(C)C(=O)CCC(=O)c1ccccc1 | 8% | -1 | -12 | 0% | 6% | -2 | -1% | -9% | -2% | -4
O=C(Oc1ccc(-c2cnc3ccccc3n2)cc1)c1ccc(Br)o1 | ? | -2 | 7 | 5% | / | 5 | 3% | 10% | 3% | -10
COc1ccc(NC(=O)C2CCCN(S(=O)(=O)c3ccc4c(c3)CCCN4C(C)=O)C2)cc1Cl (stereo not drawn) | ? | -4 | -6 | 7% | 3% | -2 | 1% | 0% | -12% | -49

2 entries from above, with two lines to a compound.
Results follow in this order: ELG1 DNA repair, TRPV1 ag, TSHR antag, Mito fusion act, AT treatment, KCNH2 3.1 inh, USP2a block, Eya2 inh, TCR act, hERG WT inh
- COc1ccc(NC(=O)c2cccc(C#N)c2)cc1NS(=O)(=O)c1ccc(F)cc1
    -20%, 0, -10, -4%, 3%, -13, 1%, 0%, -8%[46.1 µM], -2
- CCCC(=O)Oc1ccccc1C1SCc2cc(C)c(C)cc2CS1
    7%, 10, -13, -1%, 2%, -1, 1%, 11%, -1%, -5
